NR2E3 ag-1 – agonists of human NR2E3 nuclear receptor; Q9Y5X4; CHO-S Gal4-NCOR/VP16-NR2E3 two-hybrid, luciferase; inhibition of corepressor binding, % at 3.98 µM; 0.35% of 360,000 active; AID 602229;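 active = inhibition above the mean of all tested compounds plus 3 SD, cut at about 70% in these data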;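 also: 0% = DMSO with NR2E3 transfected cells and 100% = cells lacking NR2E3 construct; higher means lower luciferase signal from less NR2E3 corepressor binding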
Target sequence (Q9Y5X4 whole entry, looked up, the tested form may be a part): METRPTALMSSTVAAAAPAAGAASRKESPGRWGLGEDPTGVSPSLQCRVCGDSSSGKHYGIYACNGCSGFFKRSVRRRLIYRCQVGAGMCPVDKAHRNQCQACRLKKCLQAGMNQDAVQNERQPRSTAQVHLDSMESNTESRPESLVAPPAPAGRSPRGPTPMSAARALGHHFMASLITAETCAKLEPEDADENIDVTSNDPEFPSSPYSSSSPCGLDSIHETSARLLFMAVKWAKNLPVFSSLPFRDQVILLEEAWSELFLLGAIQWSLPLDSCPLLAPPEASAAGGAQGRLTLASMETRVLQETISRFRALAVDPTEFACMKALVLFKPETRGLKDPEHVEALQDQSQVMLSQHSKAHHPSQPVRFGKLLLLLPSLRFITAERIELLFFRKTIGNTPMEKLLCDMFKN
KKLEB tox – counter-screen for CF NF-kB inhibitors: cytotoxicity; KKLEB CF airway cells viability, ATPlite luminescence, overnight; hits give low values; cells stimulated with P. aeruginosa culture filtrate; activity change (cytotoxicity), % at 5 µM; 0.36% of 360,000 active; AID 602141;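 active = corrected activity change at or below -50% at 5 µM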
Shn3 inh set2 – inhibitors of Schnurri-3 3'UTR reporter in osteoblasts; Clone20 osteoblast Shn3 3'UTR firefly luciferase, 24 h; inhibition, % at 12.5 µM; 0.52% of 360,000 active; AID 588674;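 active = mean inhibition of at least 75% with every replicate also reaching 75%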;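 also: 0% = median of neutral control wells and 100% = pilot-screen positive control compound; some compounds past the cut are filed as inactive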
CF NFkB block – blocks PAF-induced NF-kB reporter in cystic fibrosis cells. KKLEB NF-kB-GFP reporter, GFP fluorescence overnight. inhibition, % at 5 µM. 0.86% of 360,000 active. AID 588850;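 active = at least 50% inhibition at 5 µM, scaled per plate between neutral and stimulator controls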;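 also: PAF is a Pseudomonas aeruginosa culture filtrate used as stimulus; plate controls were PAF-stimulated DMSO wells for no effect and unstimulated DMSO wells for full effect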
TRAIL sens C8 – sensitizes caspase-8 expressing cells to TRAIL; NB7+C8 cells + TRAIL, ATPlite viability luminescence; 1% of 360,000 active; inhibition (viability loss, TRAIL sensitization), % at 10 µM;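 active = compounds causing at least 50% loss of cell viability in the single-dose screen, relative to plate controls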
TRPM1 prom inh – MITF TRPM1 promoter inhibition in SK-MEL-5 cells; SK-MEL-5 TRPM1 promoter luciferase, 24 h; inhibition, % at 12.5 µM; 0.83% of 330,000 active;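 active = mean inhibition across replicates of 60% or more, whatever share of single replicates reaches that level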; also: values of inactives mirror those of a sister screen read the other way
EBV LMP1 NFkB – inhibitors of Epstein-Barr LMP1-induced NF-kappaB reporter; inhibition, % at 12.5 µM; 0.69% of 350,000 active; LMP1-induced NF-kappaB luciferase reporter cells, luminescence; in the data active = inhibition above about 41%;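 also: 0% = neutral control wells and 100% = reference inhibitor control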
iPSC survival up – increases survival of single human iPS cells; 0.044% of 360,000 active; survival enhancement, % at 20 µM; AID 602274; hiPSC single-cell survival, ATPlite luminescence; 100% = ROCK inhibitor wells, 0% = DMSO; in the data active = survival enhancement above about 18%;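 also: cells exposed to compounds for 16 hours before the ATP read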
HIF-2a inh – blocks HIF-2a reporter activity; 786-0 RCC cells HIF-2a reporter, luciferase luminescence, overnight; inhibition, % at 18.8 µM; 0.72% of 360,000 active;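 active = inhibition of the luminescence signal of 40% or more relative to plate controls, in a single-dose primary screen at 18.75 µM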
NR2E3 ag-2 – NR2E3 (human) agonism | GST-NR2E3/biotin-RetCOR TR-FRET, 1536-well | 0.12% of 320,000 active | inhibition of corepressor binding, % at 4.78 µM | AID 2300 | Q9Y5X4;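 active = percent inhibition above the cutoff of mean plus 3 SD of all tested compounds, set per screening campaign, cut at about 20% in these data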;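 also: 0% = DMSO wells and 100% = biotin wells as full block of FRET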
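Test system – NR2E3–RetCOR corepressor complex · Quantity – NR2E3 fusion 1.35 nM · Buffer or medium – Tris pH 7.5 · Incubation – Compound–protein incubation for 5 h at 4 °C · Technique – TR-FRET, Eu(K)-anti-GST donor, streptavidin-D2 acceptor, ex 340, em 617/671 nm · Evaluation – percent inhibition of 671/617 nm emission ratio versus biotin and DMSO controls · Plate – 1536-well format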
Peg3 promoter – Peg3 promoter activity inhibition | HeLa PEG-Prom luciferase reporter, luminescence, overnight | inhibition, % at 20 µM | 1.7% of 360,000 active | AID 588405;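 active = inhibition of at least 50% at 20 µM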
Numbers without * were called inactive; x = not tested or not shown. A portion of the library (hit frequency here may not be typical).

The line under a structure holds: NR2E3 ag-1, KKLEB tox, Shn3 inh set2, CF NFkB block, TRAIL sens C8, TRPM1 prom inh, EBV LMP1 NFkB, iPSC survival up, HIF-2a inh, NR2E3 ag-2, Peg3 promoter
1	CSc1nc2c(cc1C#N)C(=O)CC(C)(C)C2
 : -12, -10, -3, 12, 1, -1, -6, -0.6, 2, 3, 9
2	Cc1nnc(N2C(=O)c3cccc4cccc(c34)C2=O)s1
 : -15, 18, -9, -40, -8, 9, 7, -2.5, 0, -4, 7
3	CN(Cc1ccon1)C(=O)CC1C(=O)NCCN1Cc1cccc(F)c1F (stereo unspecified)
 : 4, 9, 13, 21, -4, -1, 4, 1.6, 10, -3, 1
4	CC(C)CC(=O)Nc1cc2c3c(c1)CCN3C(=O)CC2
 : -20, 12, -3, -3, -15, 4, 0, 1.0, 1, 0, -11
5	COc1ccc(NC(=O)COc2ccc(-c3ccccc3)cc2)cc1
 : -21, -7, 28, -3, 6, -3, -11, -2.2, -7, 1, -1
6	CCC(=O)N1CCC1(C)C(=O)Nc1cccc2c1CCCC2 (stereo unspecified)
 : 6, -2, 3, 10, 12, x, x, 6.1, 4, x, -4
7	O=C(CN(c1ccccc1)S(=O)(=O)c1ccc(Cl)cc1)Nc1cccnc1
 : -16, 0, 16, -6, 5, -2, 1, -0.5, 9, 2, 17
8	Cc1c(=O)n(OCc2ccccn2)c2ccccc2[n+]1[O-]
 : 2, 2, -15, 2, -20, 10, 4, -0.6, -5, -2, 12
9	O=C(NNC(=O)c1ccc(-c2ccccc2)cc1)Nc1ccccc1F
 : -33, -3, -11, -12, -2, 5, -2, -0.1, -50, -2, -31
10	NC(=O)CN1C(=O)C2C3C=CC(C3)C2C1=O (stereo unspecified)
 : -22, -8, -5, 13, 1, 5, 6, -2.2, 25, 0, 10
11	O=C(NC(=S)Nc1ccc(N2CCOCC2)cc1)c1cccc(Cl)c1Cl
 : -37, -2, 2, 7, -4, -4, 18, 0.1, -13, x, -12
12	CCO[C@@H]1OC(C(=O)N2CCN(Cc3ccccc3)CC2)=C[C@H](C)[C@H]1CCCO
 : 5, 16, 9, 2, -16, 0, -1, -3.4, -2, 0, -23
13	CCC(NC(=O)c1ccccc1NC(=O)c1ccco1)C(=O)NC1CCCCC1 (stereo unspecified)
 : -9, -5, 9, 9, -9, 14, -1, 6.3, 16, 5, 14
14	O=C(O)CCc1ccc(-c2ccc(F)cc2)n1NC(=O)c1ccco1
 : -29, 6, -80, -15, -1, -2, -19, -0.4, 10, 2, -11
15	CCn1c(-c2ccc3[nH]c(C)c(C)c3c2)n[nH]c1=S
 : -23, -4, 27, -9, -21, -1, 9, -0.3, -34, -1, 4
16	CC(=O)C1C(=O)CC(C)(O)C(C(C)=O)C1c1ccc(N(C)C)cc1 (stereo unspecified)
 : -1, -3, 9, 5, -28, 1, -12, 3.0, 11, -3, 5
17	Cc1ccccc1C(=O)Nc1ccc(C(=O)O)cc1NC(=O)c1ccccc1C
 : -21, 0, -18, 8, -22, 5, 3, 1.6, 21, 3, 7
18	COc1cc(/C=C/CNC[C@H]2O[C@@H](n3ccc(N)nc3=O)[C@H](O)[C@@H]2O)ccc1O
 : 12, 7, 7, -10, -30, x, 2, 1.8, -1, x, 1
19	C/C(=N\N=C(N)N)c1ccc(Cl)c(Cl)c1
 : 0, -13, 1, 4, 18, -27, 3, -0.2, 5, -6, 105*
20	COc1ccccc1NC(=O)Cc1csc(NC(=S)Nc2ccc(C)cc2)n1
 : 11, 10, 3, 19, 4, -8, 3, 0.7, -6, 1, 9
21	O=C(COC(=O)c1ccc(Cl)nc1)Nc1ccc2ccccc2c1
 : -23, -16, -24, 13, -25, -20, -1, -0.4, -49, x, -44
22	Cc1cc(C)n(CC(O)COc2ccc(Cl)cc2)n1 (stereo unspecified)
 : 12, 1, 5, -6, -2, -7, -3, -0.4, -15, 0, -6
23	CCc1ccc(OCC(=O)N(C)CCC#N)c(Br)c1
 : -15, 1, -9, 4, -12, 8, -4, -1.8, -4, -2, 11
24	CCCCNC(=O)CSc1ccc(S(=O)(=O)N2CCOCC2)cn1
 : 6, -22, 0, -8, -6, -4, 3, -0.2, 3, 3, 12
25	O=C(NCCNCC(O)COc1ccc(O)cc1)N1CCOCC1 (stereo unspecified)
 : -15, -32, 7, 0, 2, -10, 0, -0.9, 2, x, -7
26	COc1cccc(C2CC(c3cccs3)Nc3ncnn32)c1 (stereo unspecified)
 : -15, -8, -22, 8, 1, -11, -4, 7.8, 11, -1, -1
27	COc1ccc(-c2noc(COc3ccc(C)c(C)c3)n2)cc1OC
 : -21, 6, 5, 4, -5, -3, 3, -1.4, -43, -2, -14
28	CC(=O)CSc1nnc(C(F)(F)F)n1C
 : 16, -2, 13, 6, 8, 9, 4, -0.6, 10, 0, 6
29	COC(=O)c1ccc(CSc2n[nH]c(C)n2)o1
 : -8, 7, 6, -8, -13, 10, 0, -1.0, 17, 2, 4
30	Cc1nn(Cc2c(Cl)cccc2Cl)c(C)c1N
 : -11, 4, 22, -7, -12, -3, 2, -0.8, -4, 3, -11
31	C=C1CCN([C@H](C(=O)OCc2cccc(C)c2)C(C)C)S(=O)(=O)c2ccccc21
 : 13, 11, -2, 24, 15, -1, -4, 0.5, 13, 0, 30
32	COCc1cccc(C2=CC(=O)C[C@H](c3ccc(OC)cc3)C2)c1
 : -12, 13, -15, 6, 3, -30, 5, -1.5, -96, 5, -66
33	CSc1ccc(S(=O)(=O)NCC(=O)OCC(=O)N2CCC(C)CC2)cc1[N+](=O)[O-]
 : -23, -6, 6, 0, -15, 8, -1, 0.3, 10, 3, 14
34	Cc1cc(C(=O)CN2C(=O)NC(c3ccccc3)(c3ccccc3)C2=O)c(C)n1Cc1ccccc1
 : 17, -1, -1, 8, -3, 13, -5, -3.4, 8, 1, 12
35	CCOC(CNC(=O)C(=O)Nc1cc2c3c(c1)CCC(=O)N3CCC2)OCC
 : 13, 2, 3, -22, -11, 6, 3, 0.4, -2, 3, -18
36	CN1CCN(CCCNC(=O)c2cc3c(-c4ccc(Cl)cc4)nn(C)c3s2)CC1
 : -1, 3, -4, -18, -5, 13, -16, 0.3, 22, 1, -6
37	O=C(COc1ccc(Cl)cc1)NCc1nnc(SCC(=O)N2CCCCC2)o1
 : -2, 5, -8, -15, -2, -9, -2, -0.3, 16, 0, 14
38	CN(C(=O)C1CCCCN1S(=O)(=O)c1ccccc1)c1ccccc1 (stereo unspecified)
 : -9, -4, 3, 7, -12, -13, 0, 0.3, 19, x, -1
39	COc1ccc(N=N/C(C(C)=O)=C(/C)O)cc1
 : -24, 4, -31, -26, 5, -33, 2, -0.9, -98, 2, -76
40	O=C(NC1CCCCC1)C(c1ccco1)N(Cc1cccs1)C(=O)Cn1nnc2ccccc21 (stereo unspecified)
 : -29, 3, -3, -15, -5, -3, -17, -0.9, 19, 0, 10
41	COCC(=O)Nc1ccc(N2CCCC2)c(S(=O)(=O)Nc2ccccc2OC)c1
 : -15, 31, 14, 14, 4, 9, 2, 0.2, 10, 4, 6
42	COc1ccccc1C(=O)COC(=O)CN1C(=O)C2CC=CCC2C1=O (stereo unspecified)
 : -24, -2, -6, 1, 3, 15, 1, -0.3, 15, -4, 5
43	O=C1Nc2ccccc2SC1=Cc1ccccc1
 : -85, -21, -40, 35, 4, x, -14, 3.4, -164, x, -189
44	Nc1nc(SCc2cccc([N+](=O)[O-])c2)n[nH]1
 : -35, 5, 2, 6, -2, 1, -8, 0.3, 11, -2, 21
45	NC(=O)CC(NC(=O)Cc1ccc(Cl)cc1)c1ccc(NC2CCCCC2)c([N+](=O)[O-])c1 (stereo unspecified)
 : 15, -15, 20, -54, -9, -12, 3, -3.0, -19, 4, 14
46	C[n+]1cn(Cc2ccc(C#N)cc2)c2ccccc21
 : 8, -6, 10, -21, -3, 6, -3, -0.6, 9, -2, 3
47	COc1ccccc1N1CC(C(=O)Nc2ccccc2N2CCCC2)CC1=O (stereo unspecified)
 : -25, 10, -21, -10, -13, 1, 2, 1.3, 5, -1, -17
48	CCc1nc2ccccc2c(NC(=O)CN2CC(C)CC(C)C2)c1C (stereo unspecified)
 : -9, -6, 6, -7, -7, -8, 4, 1.6, 17, 1, 4
49	CN1CCN(C(=O)/C=C/c2ccc([N+](=O)[O-])cc2)CC1
 : -11, -3, -6, -19, 12, 2, 8, -0.5, -10, -1, -68
50	Cc1ccc(C(=O)NC2CCN(S(=O)(=O)c3ccc(C)cc3)CC2)cc1
 : 14, 3, -9, -6, 12, -2, -1, -0.5, 16, -3, 4
51	Cn1cc(Cl)c(C(=O)OCC(=O)Nc2ccc(S(N)(=O)=O)cc2)n1
 : -13, 8, -2, -5, -7, -10, -2, -0.3, 3, x, -5
52	O=C(O)c1cccc(S(=O)(=O)Nc2ccc(S(=O)(=O)N3CCOCC3)cc2)c1
 : -5, 4, 1, -18, 35, -1, 5, 0.6, 15, 2, 13
53	CCn1c(/C(C#N)=N/O)nc2ccccc21
 : -6, 3, 6, -29, 0, 16, 15, -1.2, 11, 2, -23
54	CC(O)CCC(=O)NNC(=S)Nc1ccccc1 (stereo unspecified)
 : -16, 18, 0, -10, -5, 4, -2, 1.2, -11, 1, -13
55	COc1ccc(N2CCCC2=O)cc1S(=O)(=O)N1CCOCC1
 : -21, -2, -20, -4, -19, x, 0, 3.5, 6, x, 12
56	O=C(C1CCN(S(=O)(=O)c2ccc(Br)s2)CC1)N1CCN(c2ccccc2)CC1
 : -2, 4, 18, 8, 13, 5, 1, -0.4, 10, -1, 14

Screening results: PubChem BioAssay, several laboratories
